STAT3 inh – inhibitors of IL-6 induced STAT3 signaling; U3A cells, IL-6 STAT3-luciferase reporter, luminescence; host cell line lacks STAT1; actives 0.89% (n = 190,000); inhibition, % at 5.5 µM;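 active = inhibition above the mean inhibition across all screened compounds plus 3 SD, cut at about 44% in these data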;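 also: 0% = DMSO only wells and 100% = 100 µM nifuroxazide control wells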
G6PDH CS – L. mesenteroides G6PDH inhibition counter-screen; Purified L. mesenteroides G6PDH, diaphorase/resazurin coupled fluorescence, 45 min; inhibition, % at 5 µM; actives 0.12% (n = 200,000); AID 1020; in the data active = inhibition above about 50%
Diaphorase act – diaphorase activation or chemical reduction counter-screen | Diaphorase/resazurin coupled assay, resorufin fluorescence, 16 min; active compounds read high; 1 = vehicle wells, 0 = NADH-free wells | activation factor at 20 µM | actives 0.005% (n = 190,000);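 active = diaphorase activity raised at least twofold by the compound at 20 µM; inactive = activation factor below 2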
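Test system: Clostridium kluyveri diaphorase, purified enzyme. Buffer or medium: 50 mM HEPES pH 7.4 buffer plus MgCl2 and Tween 20. Also added: 0.114 mM NADH and 0.1 mM resazurin, final amounts. Dosing: compound 20 µM once, DMSO 1%. Schedule: 16 min enzyme reaction, ambient temperature. Detection: fluorescence of resorufin, 544 nm excitation, 590 nm emission.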
TLR4-MyD88 BLA – inhibitors of human TLR4-MyD88 binding. O00206+Q99836. HeLa CL3-4 TLR4/MyD88 BLA complementation, FRET ratio. inhibition, % at 8.4 µM. actives 0.18% (n = 200,000). AID 861; in the data active = inhibition above about 25%;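 also: 0% = vehicle and 100% = reference inhibitor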
Target sequence (O00206 whole entry, looked up): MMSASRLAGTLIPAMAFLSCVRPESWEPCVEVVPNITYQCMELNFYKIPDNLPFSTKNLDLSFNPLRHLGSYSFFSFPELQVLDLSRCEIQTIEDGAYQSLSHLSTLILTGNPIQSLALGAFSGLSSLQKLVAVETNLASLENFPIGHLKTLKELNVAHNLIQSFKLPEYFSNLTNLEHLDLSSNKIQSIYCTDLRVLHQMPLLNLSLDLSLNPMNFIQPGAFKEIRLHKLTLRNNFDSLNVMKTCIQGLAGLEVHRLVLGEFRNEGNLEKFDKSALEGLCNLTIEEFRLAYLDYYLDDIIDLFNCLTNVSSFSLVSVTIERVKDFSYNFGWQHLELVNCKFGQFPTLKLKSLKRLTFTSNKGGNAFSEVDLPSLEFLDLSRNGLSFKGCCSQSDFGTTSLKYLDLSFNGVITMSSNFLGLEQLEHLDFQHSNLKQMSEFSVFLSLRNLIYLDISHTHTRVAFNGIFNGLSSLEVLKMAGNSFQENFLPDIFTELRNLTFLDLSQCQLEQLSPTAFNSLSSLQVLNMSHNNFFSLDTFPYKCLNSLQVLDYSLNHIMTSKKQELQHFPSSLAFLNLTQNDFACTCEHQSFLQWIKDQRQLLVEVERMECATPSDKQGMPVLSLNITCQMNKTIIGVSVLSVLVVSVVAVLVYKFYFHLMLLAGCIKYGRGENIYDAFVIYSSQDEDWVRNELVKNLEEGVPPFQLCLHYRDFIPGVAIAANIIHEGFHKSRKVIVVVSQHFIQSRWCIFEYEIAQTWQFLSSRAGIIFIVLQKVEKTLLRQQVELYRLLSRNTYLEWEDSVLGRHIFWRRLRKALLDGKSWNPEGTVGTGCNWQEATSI
Target sequence (Q99836 whole entry, looked up): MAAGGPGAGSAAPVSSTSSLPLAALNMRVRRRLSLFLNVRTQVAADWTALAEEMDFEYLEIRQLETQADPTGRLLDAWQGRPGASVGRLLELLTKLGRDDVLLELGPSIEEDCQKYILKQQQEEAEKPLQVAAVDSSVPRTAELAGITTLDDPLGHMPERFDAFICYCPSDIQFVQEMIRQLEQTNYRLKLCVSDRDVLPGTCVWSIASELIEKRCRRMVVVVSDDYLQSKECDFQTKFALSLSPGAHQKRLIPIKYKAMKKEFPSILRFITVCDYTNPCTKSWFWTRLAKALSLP
APP 5UTR inh – APP translation inhibition; SH-SY5Y APP 5'UTR-luciferase reporter, luminescence; inhibition, % at 2 µM; actives 0.82% (n = 190,000);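 active = inhibition above a set limit, derived from the sample mean plus 3 SD, cut at about 45% in these data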; also: values of inactives mirror those of a sister screen read the other way
STAT1 inh – inhibitors of IFN-gamma induced STAT1 signaling. actives 0.35% (n = 200,000). inhibition, % at 5.5 µM. NIH 3T3 STAT1-luciferase reporter, luminescence. AID 920;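 active = inhibition above a set limit, the mean inhibition across all tested compounds plus 3 SD, cut at about 34% in these data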;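 also: 0% = IFN-gamma with DMSO and 100% = IFN-gamma with 300 µM nifuroxazide; values of inactives mirror those of a sister screen read the other way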
STAT3 activator – STAT3 signaling activation; U3A cells, IL-6 STAT3-luciferase reporter, luminescence; 100% = signal with IL-6 EC80 alone; activation (% of control), % at 5.6 µM; actives 0.91% (n = 190,000); AID 871;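 active = activation above the screen-wide mean of compound activation plus 3 SD, cut at about 130% in these data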;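 also: 0% = background luminescence of wells with medium and substrate only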
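Test system: Human STAT1-deficient U3A cells with stable STAT3-luciferase reporter | Also added: Interleukin-6, 33 ng/mL | Timing: Compound pre-incubation 1 h before IL-6, then 6 h stimulation at 37 °C | Technique: Luciferase reporter luminescence | Read-out: Percent of IL-6-only median luminescence | Benchmarks: IL-6-only wells as 100% reference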
Diaphorase inh – counter-screen for diaphorase-based assays: diaphorase inhibitors and chemical oxidizers; diaphorase resazurin-to-resorufin fluorescence, NADH, 16 min; bacterial (C. kluyveri) enzyme, not human; inhibition, % at 20 µM; actives 0.69% (n = 190,000); AID 1217;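 active = primary screen inhibition at 20 µM above a set limit, cut at about 50% in these data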;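 also: plate controls were DMSO with full reaction for no effect and wells lacking NADH for full effect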
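Benchmarks: positive control wells lacking NADH, neutral wells with DMSO only. System: bacterial diaphorase enzyme (C. kluyveri). Input: 0.14 U/mL diaphorase, enzyme working solution. Detection: resorufin fluorescence, excitation 544 nm, emission 590 nm. Times: 16-min room-temperature incubation before reading.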
Hsp70 act – Hsp70 transcriptional activation, primary screen; HeLa Hsp70 promoter luciferase reporter, luminescence; scaled: vehicle 0, proteasome-inhibitor control 100%; activation, % at 10 µM; actives 0.04% (n = 200,000);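 active = activation above the mean across all tested compounds plus 3 SD, cutoff set per campaign, cut at about 5.5% in these data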;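 also: 100% = MG132 at 30 µM as the positive control and 0% = DMSO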
STAT1 act – activators of IFN-gamma induced STAT1 signaling; NIH 3T3 STAT1-luciferase reporter, luminescence; 100% = IFN-gamma alone, no compound; activation (% of control), % at 5.5 µM; actives 2.6% (n = 200,000); AID 932;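 active = activation above the screen-wide mean activation plus 3 SD, cut at about 130% in these data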;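 also: raw ratio to IFN-gamma control signal so 100% means no change and 0% no light; values of inactives mirror those of a sister screen read the other way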
Numbers without * were called inactive; . = not tested or not shown.

SMILES	STAT3 inh	G6PDH CS	Diaphorase act	TLR4-MyD88 BLA	APP 5UTR inh	STAT1 inh	STAT3 activator	Diaphorase inh	Hsp70 act	STAT1 act
CCOc1ccc(CCNC(=O)COC(=O)c2cc(OC)c(OC)c(OC)c2)cc1OCC	-8	4	0.9	1	1	4	110	7	-0.1	95
CC1=Nc2ccc(C)cc2/C1=C/c1c(N)n2oc(C)cc2nc1=O	25	-9	1	-8	2	-6	82	2	0.6	105
COC(=O)c1ccccc1NC(=O)C/C(C)=N/NC(=O)CC#N	-5	7	1.2	1	16	-7	107	-19	-0.3	105
COc1ccc(S(=O)(=O)NCC2CCC(C(=O)NCC(OC)OC)CC2)cc1 (centres undefined)	-2	6	1	14	-16	-9	113	-2	-0.2	108
COc1ccccc1N(CC(=O)Nc1ccc(F)c(F)c1)S(C)(=O)=O	0	-14	0.9	-4	-8	-1	101	8	0.0	101
CC1=N/C(=C/c2cccnc2)C(=O)O1	9	5	0.8	-3	4	4	94	22	-0.3	96
COC(=O)C1=C(N)OC2=C(C(=O)CCC2)C1c1cccnc1 (centres undefined)	7	10	.	3	-6	6	96	.	-0.1	93
CCCCOc1ccc(C(=O)NCc2ccco2)cc1	11	6	1	14	-4	-1	98	2	-0.3	101
O=C(CN1CCN(c2ccccc2)CC1)Nc1nccs1	-1	-8	0.9	14	4	4	104	10	0.1	95
Cc1ccc(C(C(=O)NC(C)(C)C)N(Cc2cccs2)C(=O)c2csnn2)cc1 (centres undefined)	1	.	.	-2	23	5	102	.	-0.3	98
COc1ccc2nc3sc(C(=O)NCCCN4CCc5ccccc5C4)cc3cc2c1	-12	12	1	-16	-15	-10	108	4	-0.5	109
COc1cc(OC)cc(-c2nc3ccccc3c(=O)n2OC(=O)c2ccccc2C)c1	7	-12	0.8	7	-2	-4	101	16	-0.1	103
COc1ccc(C(=O)/C=C/Nc2ccc(S(=O)(=O)Nc3nc(C)cc(C)n3)cc2)cc1OC	0	6	0.9	-15	-9	-8	99	5	-0.1	107
CCCn1c(=O)c(C(=O)NCc2cccnc2)c(O)c2ccccc21	-2	0	0.9	-6	-4	-17	105	12	-0.3	115
Cc1ccccc1-n1nnnc1SCC(=O)Nc1ccc(S(=O)(=O)N2CCCC2)cc1	8	-24	0.8	-3	-3	-4	96	23	-0.4	103
CCOc1ccc(C(=O)N2CCC(C(=O)c3ccc4c(c3)OCCO4)CC2)cc1	13	1	0.9	9	-8	-10	92	11	-0.1	109
O=c1c2[nH]c3ccc(Cl)cc3c2ncn1CCN1CCCCC1	14	5	0.9	-12	-8	-1	92	8	-0.5	101
CCOc1ccc2nc(/N=C/c3c(C)[nH]n(-c4ccccc4)c3=O)sc2c1	-26	-8	1	19	.	-17	122	0	-0.1	115
C=CCSc1nnc(-c2sc(-c3ccccc3)nc2C)n1C	18	-6	0.9	-8	-36	-16	93	10	-0.2	115
O=C(O)CC/C(=N\Nc1ccc(S(=O)(=O)N2CCCC2)cc1[N+](=O)[O-])c1cccs1	6	11	0.9	-2	.	1	94	7	-0.3	99
CCCCSC1(SCCCC)N=C(N)C2(C#N)C(c3ccccc3)NC(C)=C(C)C12C#N (centres undefined)	-2	-4	0.9	6	-6	2	106	15	-0.4	99
C/C(=N\NC(=O)c1cccc(S(=O)(=O)N2CCCC2)c1)c1ccco1	5	5	0.9	-6	9	-3	101	10	0.9	103
COc1nc(C#N)c(N2CCOCC2)o1	12	-9	0.9	-5	-1	-2	94	10	-0.2	102
CCN(CC)c1nc(OC)nc(-n2nnc(C(C)=O)c2C)n1	14	-1	0.9	-3	-10	0	91	14	-0.5	100
C=CCNC(=S)N1CCN(c2cccc(C(F)(F)F)c2)CC1	11	2	0.9	-5	4	18	89	11	-0.3	85
COc1cc(NC(=O)CN2CCN(c3ccccc3O)CC2)c(C)cc1[N+](=O)[O-]	12	20	0.9	-6	-15	-1	93	10	-0.3	101
CCOc1ccc(N=Nc2cc(C(C)C)ccc2O)cc1	35	-2	0.9	4	11	14	73	6	-0.2	88
Cc1ccc(NC(=S)NC(=O)c2ccc(-c3ccccc3)cc2)cc1	10	.	.	-6	7	2	95	.	-0.3	98
CN(C)/C=C(\C#N)C(=O)N/N=C/c1ccc(F)cc1	6	-6	1	-8	14	2	98	-2	-0.2	97
C/C=C/c1ccc(OCC(=O)Nc2ccc(C(N)=O)cc2)c(OC)c1	-2	-4	0.8	9	-4	-12	109	17	0.2	111

Arranged by the number under STAT3 activator (high to low): three of the compounds above.
SMILES	STAT3 activator
CCOc1ccc2nc(/N=C/c3c(C)[nH]n(-c4ccccc4)c3=O)sc2c1	122
COc1cc(NC(=O)CN2CCN(c3ccccc3O)CC2)c(C)cc1[N+](=O)[O-]	93
C=CCNC(=S)N1CCN(c2cccc(C(F)(F)F)c2)CC1	89

Next compounds
SMILES	STAT3 inh	G6PDH CS	Diaphorase act	TLR4-MyD88 BLA	APP 5UTR inh	STAT1 inh	STAT3 activator	Diaphorase inh	Hsp70 act	STAT1 act
CCc1cccc(CC)c1NC(=O)/C(C#N)=C/c1ccccc1C(F)(F)F	-6	-8	0.9	3	-9	8	101	11	-0.3	92
O=C(CCC(=O)N(CC(=O)NC1CCCCC1)CC1CCCO1)Nc1nccs1 (centres undefined)	-3	-4	1	-9	-12	2	105	4	-0.2	98
Cc1ccc(S(=O)(=O)NNC(=O)c2sc3nc(C)cc(C)c3c2-n2cccc2)cc1	7	-9	0.8	6	-10	-4	97	19	-0.1	104
Cc1oc2c(cc(NS(=O)(=O)c3ccc4c5c(cccc35)C(=O)N4)c3ccccc32)c1C(=O)OC(C)C	-24	17	0.7	-9	17	5	125	31	-0.3	95
CCCn1c(NCc2ccco2)nc2c1c(=O)n(C)c(=O)n2C	13	4	0.9	0	0	14	91	6	0.3	93
CC(C)Cc1nnc(NC(=O)Nc2ccccc2)s1	0	17	.	0	-77	-53	102	.	0.2	147*
O=C(COc1ccc([N+](=O)[O-])cc1)NCCC1=CCCCC1	-11	2	0.9	0	6	-5	113	6	-0.3	104
COCCNC(=O)c1cn(C)c(=O)c2cc(OC)c(OC)cc12	1	3	0.8	-8	-7	5	106	22	0.0	96
CCOC(=O)CCc1c(C)nc2c(c(C)nn2C(C)(C)C)c1C	-6	2	0.9	12	-18	1	105	8	0.1	100
COCC(C)NC(=O)c1ccc(-n2nc(C(F)(F)F)cc2-c2cccs2)cc1 (centres undefined)	10	9	0.8	-16	7	5	92	20	-0.5	95
COc1ccc(CN(Cc2ccncc2)C(=O)CCC(=O)O)cc1	5	8	0.8	-5	-4	5	99	15	-0.5	96
O=C(O)c1ccc(-n2nc(C(F)(F)F)c3c2-c2ccoc2CC3)cc1	-2	9	0.9	-2	-10	-2	104	14	0.2	100
Cc1cccc(C)c1NC(=O)COC(=O)c1c2c(nc3ccccc13)/C(=C\c1ccc3c(c1)OCO3)CCC2	-6	4	0.3	14	-14	1	103	70*	-0.3	100
CCc1[nH]c(=O)c(C#N)c2c1COC(C)(C)C2	2	11	0.9	5	-21	-5	105	14	-0.3	104
CC1CCC(NC(=O)c2cc3c(s2)CS(=O)(=O)C3)CC1 (centres undefined)	3	2	0.9	-10	-8	5	103	10	-0.2	96
COCCn1c(C)cc(C(=O)CSc2nc3ccccc3c(=O)n2Cc2ccco2)c1C	-16	4	0.9	2	-181	-58	114	13	0.1	152*
Cc1cccc(N(CC(N)=O)S(C)(=O)=O)c1C	6	17	1	2	-2	2	99	0	0.1	98
CC(=O)Nc1cc(C(=O)N2CCCC2)ccc1Sc1ccc(C)cc1	13	2	0.9	0	0	32	95	5	-0.1	70
CC(=O)Nc1sc2c(c1C(c1ccncc1)N1CCOCC1)CCCC2 (centres undefined)	7	-7	1.1	-7	-12	0	96	-14	0.1	99
CC(C)(C)C(=O)COC(=O)c1c2c(nc3ccccc13)CCC2	0	0	0.9	-26	-24	-6	100	14	-0.2	105
CCOC(=O)c1ccc(NC(=O)C2(c3ccc(OC)cc3)CCCC2)cc1	25	-20	0.8	-5	19	2	82	18	0.3	98
CCCCN(C)S(=O)(=O)c1ccc(C(=O)Nc2nnc(-c3ccco3)o2)cc1	0	8	0.9	-5	-11	1	108	14	-0.2	97
Cc1nn(C(=O)c2cccnc2)c(C)c1Sc1ccc(Br)cc1	4	0	0.9	16	9	-8	106	12	-0.2	107
CCC(C)(C)NC(=O)CN(Cc1cccs1)C(=O)CCC(=O)Nc1nccs1	7	2	0.9	-5	-16	-2	103	7	-0.5	102
Cc1ccc2[nH]c(=O)c(CN(CCc3ccccc3)C(=O)N3CCOCC3)cc2c1	20	8	0.9	5	14	7	91	14	0.1	94
Clc1ccc(CSc2nnc(-c3ccc4c(c3)OCO4)o2)cc1	-1	0	0.8	1	4	-8	101	18	-0.5	103
O=C(Nc1sc2c(c1C(=O)N1CCOCC1)CCCCC2)c1cccnc1	6	1	0.8	-1	-10	8	102	16	0.0	92
CCCOC(=O)c1cc(-c2ccc(/C=C3/C(=O)N(C)C(=O)C(C#N)=C3C)o2)ccc1Cl	-3	.	.	-5	23	-4	104	.	0.6	104
C/C(CCN1CCCCc2nc(C)c(C)cc21)=N\O[C@H](C)c1cn([C@H](CO)Cc2ccccc2)nn1	-7	17	0.9	-3	-5	-5	103	10	-0.1	104
Cc1cccc(-n2nnc(C(=O)N3CCc4ccccc4C3)c2N)c1	20	6	0.8	-4	-25	-21	84	16	0.2	119
CCCn1nc(C(=O)Nc2cccc(C(=O)OC)c2)c2ccccc2c1=O	2	7	0.8	7	32	6	104	17	-0.4	96
Cn1c(CCc2nc3ccccc3[nH]2)nnc1SCC#N	6	5	.	-5	6	10	96	.	-0.3	89
CNS(=O)(=O)c1ccc(C(C)(C)C)cc1	1	2	1	-20	-23	-1	103	-2	-0.1	99
CCOC(=O)c1c(NC(=O)c2cccnc2Cl)sc(C(=O)N(C)C)c1C	-3	-6	0.9	-4	-4	-10	104	8	0.1	109
Cc1ccc(C2C3=C(CCCC3=O)Nc3nc(SCC(=O)NCc4ccco4)[nH]c(=O)c32)cc1 (centres undefined)	6	6	0.8	11	-11	8	98	17	-0.4	93
CC(C)C(=O)n1nc(-c2cccnc2)nc1NCc1ccc(F)cc1	20	5	1	-11	-2	6	91	5	0.3	93
Cc1ccc(S(=O)(=O)N2CCN(C(=O)CSc3nc4ccccc4c(=O)[nH]3)CC2)cc1	-8	.	.	-1	-2	-2	110	.	0.6	102

Compound activity from PubChem BioAssay.
